OX1R antag-1 = OX1R (HCRTR1) antagonists, primary screen, fluorescence, CHO/OX1R cells, Fluo-8 calcium, orexin A | Orexin/Hypocretin receptor type 1 (Homo sapiens), O43613 | Fluo-8 calcium fluorescence | inhibition, % at 5 µM | 0.43% of 330,000 active | AID 434989, 2010;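 active means inhibition above its plate's threshold, mean inhibition of all tested compounds on the plate plus 3 SD, cut at about 37% in these data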;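 further: 0% = orexin A challenge wells and 100% = SB-334867-A antagonist wells; not every result past the cut was called active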
Target sequence (O43613 whole entry, looked up): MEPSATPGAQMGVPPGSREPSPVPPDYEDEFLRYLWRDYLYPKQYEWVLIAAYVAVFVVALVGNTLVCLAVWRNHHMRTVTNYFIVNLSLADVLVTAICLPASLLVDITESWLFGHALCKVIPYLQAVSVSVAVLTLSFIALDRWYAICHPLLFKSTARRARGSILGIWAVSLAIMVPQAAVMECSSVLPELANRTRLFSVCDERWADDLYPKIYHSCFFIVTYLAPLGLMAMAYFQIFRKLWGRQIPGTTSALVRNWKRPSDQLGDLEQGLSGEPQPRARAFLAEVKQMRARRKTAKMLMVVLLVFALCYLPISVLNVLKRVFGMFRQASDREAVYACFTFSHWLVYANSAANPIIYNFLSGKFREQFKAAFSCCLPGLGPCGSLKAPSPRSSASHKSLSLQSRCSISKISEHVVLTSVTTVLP
OX1R antag-2 = antagonists of human orexin 1 receptor (OX1R) | OX1R-expressing cells, FRET antagonist read-out | 1.8% of 330,000 active | AID 485270, 2010 | Orexin/Hypocretin receptor type 1 (Homo sapiens), O43613 | inhibition, % at 6.6 µM; in the data active means inhibition mostly above about 38%, no sharp cut-off; inactive means mostly below about 40%;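 further: 0% = agonist challenge alone and 100% = reference antagonist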
* = called active by the depositor.

SMILES	OX1R antag-1	OX1R antag-2
N=C1/C(=C/c2ccc(Br)o2)C(=O)N=C2SC(CC(=O)N3CCCC3)=NN12	-4	16
Cc1nnsc1C(=O)N1CCN(c2cc(C(F)(F)F)ccn2)CC1	-22	9
Cc1cc(C)n(-c2ccc(C(C)C)cc2)c(=O)c1C#N	-1	10
CCOC(=O)C1(Cc2cccc(OC)c2)CCN(C(C)CC(C)(C)O)CC1 (centres undefined)	-37	10
O=C(C1=C(O)C(=O)N(CCN2CCOCC2)C1c1ccco1)c1cc2ccccc2o1 (centres undefined)	4	18
CCOc1ncccc1C(=O)NCCc1c[nH]c2ccccc12	-4	14
O=C(Cc1ccc(O)cc1)NCCNC(=S)NCc1ccccc1	-22	4
Cc1cnccc1CN(C)C(=O)C1CCC(=O)N(Cc2ccccc2F)C1 (centres undefined)	-17	7
COc1ccc(-c2nc3cc(C)ccn3c2NCc2ccc3c(c2)OCO3)cc1	-13	26
COc1cc(C(C(=O)NC(C)(C)C)N(C(=O)CNC(=O)c2cccs2)c2ccccc2)cc(OC)c1OC (centres undefined)	-9	3
CS(=O)(=O)N(CC(=O)N1CCOCC1)c1ccc2c3c(cccc13)CC2	-14	33
O=S(=O)(Nc1ccc(-n2cnnn2)cc1)c1ccc(F)c(F)c1F	-16	17
c1ccc(-c2noc(-c3cccs3)n2)nc1	-7	4
Cn1cccc1/C=N/n1c(-c2ccc(Cl)cc2)n[nH]c1=S	-8	43
COc1cc(CNc2ccc3[nH]c(=O)[nH]c3c2)ccc1OCc1ccc(F)cc1	-7	13
C=CC[C@H](CC(=O)NCCO)C(=O)N[C@H](COC(=O)[C@@H](CC=C)CC(=O)OC(C)(C)C)Cc1ccccc1	-3	5
O=C1CC[C@H](OCc2ccccc2)CCN1[C@H](CSc1ccccc1)Cc1ccccc1	-5	16
CCOC(=O)C1CCN(C(=O)CCCN2C(=O)c3ccccc3C2=O)CC1	-13	22
CC1(C)Cc2nc(Cl)c(C(=O)O)cc2CO1	14	11
COc1ccc(S(=O)(=O)N2CCCCC2)cc1NC(=O)CCOc1cc(C)ccc1C	-7	-4
CN1CCN(C(=O)/C(=C/c2ccccc2F)NC(=O)c2ccccc2)CC1	-4	6
CCOC(=O)c1c(C(=O)OCC)c(C)n(CCc2ccccc2)c1C	-31	13
CC(C)CCNc1c(-c2cccs2)nc2ccccn12	-49	19
C=CCOc1ccc(-c2nc3c(c(=O)[nH]c(=O)n3Cc3ccccc3)n2CCCOC)cc1	-20	16
Cc1ccc2c(c1)/C(=N/N1C(=O)c3ccccc3C1=O)C(=O)N2	-4	51
CC1(C(=O)OCC(=O)NCCNC(=O)COC(=O)C2(C)CC2(Cl)Cl)CC1(Cl)Cl (centres undefined)	-19	21
Cc1cc(C)c(NC(=O)CNC(=O)COC(=O)C2CCN(c3ccc(C(F)(F)F)cn3)CC2)c(C)c1	-26	-8
COc1ccc(-c2c(S(=O)(=O)c3ccccc3)cnn2-c2ccccc2)cc1	-14	-2
Cc1cc(Cl)ccc1OCC(=O)Nc1ccncc1	8	16
COc1ccc(CNC(=O)C(=O)NCCC2CCCCN2S(=O)(=O)c2ccccc2)cc1 (centres undefined)	-32	27
CCCc1cc(=O)oc2c(CNc3ccc(OCC)cc3)c(O)ccc12	-26	2
CCCCn1c(N)c(N(Cc2ccccc2OC)C(=O)C(C)C)c(=O)[nH]c1=O	-15	13
COc1ccc(-c2nn(-c3ccccc3)cc2C(=O)N(C)C)cc1	-39	12
COc1ccc(OCC(=O)N2CCN(C(=O)COc3ccccc3)CC2)cc1	-9	2
Cc1oc2c(c1C(=O)NC(Cc1c[nH]c3ccccc13)C(=O)O)CCCC2 (centres undefined)	-13	5
Cc1ccc(-c2cc(C(=O)Nc3ccc(S(=O)(=O)Nc4ncccn4)cc3)c3ccccc3n2)cc1	-5	4
CCNC(=O)C(=O)NCC1OCCCN1S(=O)(=O)c1cccs1 (centres undefined)	-17	25
COc1ccc(C(=O)c2c[nH]c(C(=O)NCc3cccnc3)c2)cc1	-27	5
N#C/C(=C\c1ccc(-c2ccc(F)cc2)o1)C(=O)Nc1nc(-c2cccs2)cs1	28	44
COC(=O)c1ccc(Cl)c(NC(=O)CSc2ncn[nH]2)c1	0	16
CSc1ncccc1C(=O)Nc1cccc(C)n1	-9	27
COc1ccccc1C(=O)Nc1onc(C)c1C#N	6	7
CC(C)c1cccc(C(C)C)c1NC(=O)CCN1C(=O)NC2(CCCC2)C1=O	-21	3
O=C(NC1CC1)c1sc2cc(F)ccc2c1Cl	-18	5
CN(C(=O)CSc1nnc(-c2ccncc2)n1C)C1CCS(=O)(=O)C1 (centres undefined)	0	18
O=C(CCC(=O)N1CCOCC1)NCc1cccc(C(F)(F)F)c1	-14	7
COc1ccc(N2Cc3cccc(C(=O)N4CCOCC4)c3C2=O)cc1	-8	8
Cc1cc(Nc2ccccc2)nn1C(=O)c1ccc(Br)cc1	-15	22
CC(C)[C@H](NC(=O)c1ccccc1)C(=O)OCC(=O)c1ccc2c(c1)NC(=O)CO2	-23	8
COc1ccc(C)cc1NC(=S)NN1CCN(C)CC1	-15	2
Cc1c(C(N)=O)sc2ncn(CC(=O)OC(C)C)c(=O)c12	-18	2
COc1cc(/C=N/NC(=O)Cc2ccccc2)cc([N+](=O)[O-])c1O	0	54*
CC(=O)Nc1ccc(C(=O)NNC(=O)c2cccc(C)c2)cc1	-9	6
COc1ccccc1Nc1nc(N)nc(CN2CCN(c3ccccc3F)CC2)n1	-21	3
S=C(NCC1CCCO1)NC1CC1 (centres undefined)	-17	8
CCCCOc1ccc(C(=O)N/N=C/c2cn[nH]c2-c2ccc(OC)c(OC)c2)cc1	-19	19
COc1ccc(C(=O)NCC23C=CC(O2)C2C(=O)N(Cc4ccccc4)C(=O)C23)cc1 (centres undefined)	-13	16
Cc1ccc(SCC(=O)NC(=O)c2ccccc2Br)c(C)c1	-12	5
COc1ccc(C(=O)N2CC3(C)CC2CC(C)(C)C3)cc1 (centres undefined)	-12	24
CCOc1ccccc1NC(=S)N(Cc1cc2ccc(C)cc2[nH]c1=O)CC1CCCN1CC (centres undefined)	-22	11

Entries above that have an NH in an aromatic ring (ten):
SMILES	OX1R antag-1	OX1R antag-2
CCOc1ncccc1C(=O)NCCc1c[nH]c2ccccc12	-4	14
Cn1cccc1/C=N/n1c(-c2ccc(Cl)cc2)n[nH]c1=S	-8	43
COc1cc(CNc2ccc3[nH]c(=O)[nH]c3c2)ccc1OCc1ccc(F)cc1	-7	13
C=CCOc1ccc(-c2nc3c(c(=O)[nH]c(=O)n3Cc3ccccc3)n2CCCOC)cc1	-20	16
CCCCn1c(N)c(N(Cc2ccccc2OC)C(=O)C(C)C)c(=O)[nH]c1=O	-15	13
Cc1oc2c(c1C(=O)NC(Cc1c[nH]c3ccccc13)C(=O)O)CCCC2 (centres undefined)	-13	5
COc1ccc(C(=O)c2c[nH]c(C(=O)NCc3cccnc3)c2)cc1	-27	5
COC(=O)c1ccc(Cl)c(NC(=O)CSc2ncn[nH]2)c1	0	16
CCCCOc1ccc(C(=O)N/N=C/c2cn[nH]c2-c2ccc(OC)c(OC)c2)cc1	-19	19
CCOc1ccccc1NC(=S)N(Cc1cc2ccc(C)cc2[nH]c1=O)CC1CCCN1CC (centres undefined)	-22	11

The list goes on.
SMILES	OX1R antag-1	OX1R antag-2
Cc1ccc(/C([O-])=C(/C(=S)NCc2ccco2)[n+]2ccccc2)cc1[N+](=O)[O-]	-6	2
COc1cccc(C(=O)COC(=O)C2CC3CCCC(C2)C3=O)c1 (centres undefined)	-16	12
COc1ccc(CCNc2nc3c(c(=O)n(C)c(=O)n3C)n2C)cc1OC	-18	6
COc1ccc(Cl)cc1NC(=O)CN1CCN(C(=O)N2CCOCC2)CC1	-14	23
CCN(c1ccccc1)S(=O)(=O)c1cc(C(=O)Oc2ccc3c(C)cc(=O)oc3c2)ccc1C	-3	9
Cc1ccccc1NCCC(=O)Nc1ccc(F)cc1	-14	14
COc1ccc(C(=O)NC(C)c2nnc(SCC(=O)NC3CCCCC3)n2C)cc1 (centres undefined)	2	5
CC(=O)NCCOc1ccc(C(=O)O)cc1	-10	5
Cn1ccnc1SCC(=O)c1c[nH]c2ccccc12	-29	12
Cc1csc(C(=O)O)c1NC(=O)c1cccc([N+](=O)[O-])c1	-16	30
COc1ccc(C(O)(CCC(C)C)C(CN2CCOCC2)c2ccc(Cl)cc2)cc1 (centres undefined)	-37	4
COc1ccccc1C#Cc1ccc2c(=O)c3ccccc3n(C)c2c1	-38	29
CCNC(=S)N(CCc1c(C)[nH]c2ccc(OC)cc12)Cc1cccnc1	-23	-5
Cc1ccc(OCc2ccc(C#N)cc2)c(C(=O)c2cc(C#N)c(=O)n(C3CC3)c2)c1	-14	10
O=C(NCCN1C(=O)C2C3C=CC(C3)C2C1=O)Nc1ccccc1O (centres undefined)	5	10

2 of the compounds above, with two lines to a compound:
The line under a structure holds: OX1R antag-1	OX1R antag-2
> CCNC(=S)N(CCc1c(C)[nH]c2ccc(OC)cc12)Cc1cccnc1
  -23	-5
> Cc1ccc(OCc2ccc(C#N)cc2)c(C(=O)c2cc(C#N)c(=O)n(C3CC3)c2)c1
  -14	10

The listing continues.
SMILES	OX1R antag-1	OX1R antag-2
Oc1ccc2[nH]cnc2c1CN1CCCCC1	-15	19
COc1cc(C(=O)NCC(=O)OCn2nnc3ccccc3c2=O)cc(OC)c1OC	-20	23
c1ccc(COn2c(-c3ccccc3)nc3c2CCc2nonc2-3)cc1	-22	16
COc1ccc(C2SCC(=O)N2c2c(C)n(C)n(-c3ccccc3)c2=O)c(OC)c1 (centres undefined)	-6	9
CC(C)(C)C(=O)NC(=S)Nc1cc(C(F)(F)F)ccc1N1CCOCC1	-29	7
O=C(CSc1ncn[nH]1)N1N=C2/C(=C/c3ccccc3)CCCC2C1c1ccccc1 (centres undefined)	-32	12
O=C(COC(=O)c1cc(=O)[nH]c2ccccc12)Nc1ccc(F)cc1	-5	5
COC(=O)c1scc(C)c1NC(=O)C(Cl)c1ccccc1 (centres undefined)	-30	18
CCOC(=O)c1cc(=O)cc(C(=O)OCC)o1	-6	17
Cc1nc2sc(C(c3cccs3)N3CCN(Cc4ccccc4)CC3)c(O)n2n1 (centres undefined)	-10	8
O=C1C(Cl)=C(NCC2CCCO2)C(=O)N1Cc1ccccc1 (centres undefined)	-18	10
Cc1c(/C=N\NC(=O)c2ccc([N+](=O)[O-])cc2)cnn1C	-7	20
O=C(NCc1ccc(F)cc1)C(=O)NCC1OCCCN1S(=O)(=O)c1cccs1 (centres undefined)	-21	3
CC(C)OC(=O)NCCOC(=O)Nc1ccccc1Cl	-10	9
Cc1cc(C)nc(OC(=O)c2c(Cl)cc(Cl)cc2Cl)n1	-30	15

As entered above:
CC(C)(C)C(=O)NC(=S)Nc1cc(C(F)(F)F)ccc1N1CCOCC1 in OX1R antag-1: -29
COC(=O)c1scc(C)c1NC(=O)C(Cl)c1ccccc1 (centres undefined) in OX1R antag-1: -30
CCOC(=O)c1cc(=O)cc(C(=O)OCC)o1 in OX1R antag-2: 17

(continued)
SMILES	OX1R antag-1	OX1R antag-2
COc1ccc(Br)cc1CNC(=O)Nc1cccs1	-15	15
Cc1ccc(NC(=O)CN(C)C(=O)c2sc3cc(Cl)ccc3c2Cl)cc1	-22	19
O=C(Nc1ccc(NC(=O)C2CCCCC2)cn1)c1ccco1	-21	51
Cc1cc(Cl)ccc1NC(=O)COC(=O)c1cc([N+](=O)[O-])ccc1N1CCOCC1	-25	37
CCOC(=O)CN(C(=O)CSc1nnc(CNc2ccc(C)cc2C)o1)c1ccccc1	-20	7
COc1ccc(NC(C)C(=O)N/N=C/c2ccc([N+](=O)[O-])s2)cc1 (centres undefined)	-6	81
CC(C)(C)C(=O)Nc1sc2c(c1C#N)CCC2	-15	8
CCc1nnc(NS(=O)(=O)c2ccc(Nc3ccc4nonc4c3[N+](=O)[O-])cc2)s1	-20	49*
Cc1cn(C2C=CC(CO)O2)c(=O)[nH]c1=O (centres undefined)	-7	13
O=C(C[n+]1ccccc1)N/N=C/c1ccc(F)cc1	-3	7
Cc1c(C(=O)NC(C)CCc2ccccc2)cccc1[N+](=O)[O-] (centres undefined)	-32	19
Cc1ccc(CCNC(=O)C2CCCN(S(=O)(=O)c3cccs3)C2)cc1 (centres undefined)	-26	12
Cc1ccc(Cn2c(C(C)Nc3nc(-c4ccc(F)cc4)cs3)nc3cc(C(=O)NCCCO)ccc32)cc1 (centres undefined)	-20	19
OC(CN1C2=NCCN2c2ccccc21)c1ccccc1 (centres undefined)	-19	8
C/C(=N\Nc1nc2ccccc2[nH]1)c1cc2ccccc2o1	-18	14
CCOc1cccc(CN2CCC(n3nccc3NC(=O)c3ccc4c(c3)OCO4)CC2)c1	-32	8
CC(=O)Nc1ccc2c(c1)nc1n2CCN(C(C)c2ccccc2)C1 (centres undefined)	-7	35
O=C(c1n[nH]c(=O)c2ccccc12)N1CCN(C2c3ccccc3-c3ccccc32)CC1	-6	34
N=c1c(C(=O)NC2CCCCC2)cc2c(=O)n3ccccc3nc2n1Cc1ccc(F)cc1	-21	9
Cc1cc2c(N3CCCCC3C)ncnc2s1 (centres undefined)	-9	29
Cc1cccn2c(=O)c(/C=C(\C#N)C(N)=O)c(N3CCN(Cc4ccc5c(c4)OCO5)CC3)nc12	-23	40

Assay outcomes: PubChem, The Scripps Research Institute Molecular Screening Center
